# CHO-K1 Ca antag – nonselective inhibitor or artifact in parental CHO-K1 cells | actives 0.6% (n = 360,000) | AID 602250 | inhibition, % at 3 µM | ATP-induced calcium, Fluo-8 fluorescence;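 active = inhibition above a per-plate cutoff, the plate's mean sample inhibition plus 3 SD, cut at about 24% in these data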;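 note: 0% = DMSO plus EC80 ATP and 100% = DMSO alone without ATP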
# TAAR1 agonist – human TAAR1 agonists, primary screen, Fluo-8 calcium fluorescence, CHO RD-HGA16 cells. vehicle wells 0%, saturating PEA agonist 100%. actives 0.99% (n = 360,000). Trace amine-associated receptor 1 (Homo sapiens), Q96RJ0. AID 624467, 2012. activation, % at 3 µM;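 active = activation above the mean activation of all test compounds in the run plus 3 SD, cut at about 38% in these data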
#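 Assay system – CHO-derived RD-HGA16 cells with stable Gα16 and human TAAR1 · Compound dosing – one-point dosing at 3 µM (nominal) · Incubation – 17-24 h seeding, 75 min 37 °C dye, 30 min RT · Measured by – kinetic Fluo-8 calcium fluorescence · Control set – DMSO vehicle as 0%, PEA at EC100 as 100% · Repeats – single well for each compound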
# CHRM1 agonist – human M1 muscarinic receptor agonists, primary screen, Fluo-8 calcium fluorescence, CHO-K1 cells, HTS; activation, % at 3 µM; Muscarinic acetylcholine receptor M1 (Homo sapiens), P11229; AID 588814, 2011; actives 0.33% (n = 360,000); CHO-K1 hM1, agonist mode; 0% DMSO, 100% acetylcholine EC100;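 active = activation above the run's mean compound activation plus 3 SD, cut at about 16% in these data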;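 note: peak over basal fluorescence ratio within a 140 s kinetic read after compound addition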
# Target sequence (P11229 whole entry, looked up): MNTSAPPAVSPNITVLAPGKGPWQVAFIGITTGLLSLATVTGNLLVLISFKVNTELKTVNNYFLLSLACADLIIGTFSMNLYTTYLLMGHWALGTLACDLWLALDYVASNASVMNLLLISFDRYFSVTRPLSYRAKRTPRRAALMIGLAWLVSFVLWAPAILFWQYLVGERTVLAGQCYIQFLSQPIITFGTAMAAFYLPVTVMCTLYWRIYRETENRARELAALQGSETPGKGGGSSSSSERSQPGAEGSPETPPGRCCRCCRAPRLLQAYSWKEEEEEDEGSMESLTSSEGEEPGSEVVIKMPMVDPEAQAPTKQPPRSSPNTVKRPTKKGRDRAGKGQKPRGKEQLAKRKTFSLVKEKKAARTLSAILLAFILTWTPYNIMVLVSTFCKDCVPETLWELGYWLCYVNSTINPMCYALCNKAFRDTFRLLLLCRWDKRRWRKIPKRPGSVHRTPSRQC
# OXTR potentiate – human OXTR potentiators, primary screen, fluorescence, CHO-OTR cells, Fluo-8 calcium; Fluo-8 calcium fluorescence, potentiator mode; 0% = oxytocin EC15, 100% = EC100; activation, % at 3 µM; actives 0.061% (n = 320,000); AID 2445, 2010;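 active = activation above that plate's cutoff, the mean activation of tested compounds plus 3 SD, cut at about 6.6% in these data, passing the limit was not always enough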;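 note: 100% uses oxytocin at 75 nM as the full agonist control; some results filed as inactive read as strong as hits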
# Target sequence (P30559 whole entry, looked up): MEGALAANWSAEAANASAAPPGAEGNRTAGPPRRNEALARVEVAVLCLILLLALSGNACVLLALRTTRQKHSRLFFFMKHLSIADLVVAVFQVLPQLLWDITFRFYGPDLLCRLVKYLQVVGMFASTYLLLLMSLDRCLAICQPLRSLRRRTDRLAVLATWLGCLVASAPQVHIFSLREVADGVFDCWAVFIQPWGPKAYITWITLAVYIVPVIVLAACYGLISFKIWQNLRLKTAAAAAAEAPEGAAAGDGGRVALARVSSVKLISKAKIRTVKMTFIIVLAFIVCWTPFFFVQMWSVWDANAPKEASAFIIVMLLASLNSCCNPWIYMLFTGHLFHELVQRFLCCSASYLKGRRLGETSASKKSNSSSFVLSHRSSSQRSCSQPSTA
#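 Measured by – Fluo-8 calcium dye fluorescence · Test system – human OTR in CHO cells · Dosing – one concentration, 3.0 µM compound · Controls – EC15 oxytocin alone as 0%, 75 nM oxytocin as 100% · Evaluation – normalized max/min fluorescence ratio, % activation · Timing – 6 min pre-incubation, 100 s read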
# M1 PAM parental – nonselective calcium activators in parental CHO-K1 cells, primary screen, counter-screen for M1 PAM project, cell-based, Fluo-8 calcium fluorescence, full deck, 1536-well | actives 0.02% (n = 360,000) | activation, % at 3 µM | ATP EC20; 0% at ATP EC20, 100% at ATP max;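 active = activation above the run cutoff, the mean activation of all test compounds plus 3 SD, cut at about 40% in these data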;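 note: peak over basal fluorescence ratio in a 140 s read after ATP addition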
# V1R ag counter – agonists of human V1a receptor, primary screen, counter-screen for OXTR agonist project, fluorescence, CHO-V1R cells; Vasopressin V1a receptor (Homo sapiens), P37288; Fluo-8 calcium fluorescence, agonist mode; 0% DMSO, 100% 3 nM vasopressin; activation, % at 3 µM; actives 0.25% (n = 320,000); AID 2797, 2010;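 active = activation above the mean activation of all tested compounds plus 3 SD, per screening run, cut at about 20% in these data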;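 note: signal is peak over basal fluorescence ratio across a 100 second FLIPR read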
# CHO parental Ca – ATP-evoked calcium signal inhibitors, parental CHO, primary screen, counter-screen for OX1R antagonist project, cell-based, fluorescence, Fluo-8 calcium dye; parental CHO-K1, ATP-induced calcium, Fluo-8 fluorescence; inhibition, % at 5.6 µM; actives 0.63% (n = 330,000);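 active = inhibition above that plate's mean sample inhibition plus 3 SD, cut at about 26% in these data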;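 note: 0% = ATP-challenged DMSO wells and 100% = DMSO wells without ATP; some compounds past the cut are filed as inactive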
#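 test system = CHO parental line | reagent = ATP stimulus | measured by = intracellular calcium via Fluo-8 no-wash fluorescent dye | control set = ATP and no-ATP DMSO wells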
# M1 ag parental – counter-screen for M1 agonists: effect in parental CHO-K1 cells | actives 0.48% (n = 360,000) | Fluo-8 calcium fluorescence; scaled to maximal ATP response, vehicle zero | activation, % at 3 µM; in the data active = activation above about 15%;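 note: untransfected CHO-K1 host cells lacking M1 receptor as counterscreen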
# TAAR1 antag – human TAAR1 antagonists, primary screen, Fluo-8 calcium fluorescence, CHO RD-HGA16 cells; antagonist; inhibition, % at 3 µM; Trace amine-associated receptor 1 (Homo sapiens), Q96RJ0; actives 1.5% (n = 360,000);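 active = inhibition above a per-plate cutoff, the mean inhibition of test compounds on that plate plus 3 SD, cut at about 49% in these data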;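 note: 0% = DMSO plus EC80 beta-PEA response and 100% = DMSO alone without agonist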
#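 Test system: RD-HGA16 CHO cells with stable hTAAR1 and Gα16 / Probe or stimulus: EC80 β-phenethylamine stimulus / Times: seeding 17-24 h prior, 75-min 37 °C, 30-min RT dye loading / Detection: Fluo-8 calcium-sensitive fluorescence / Read-out basis: % inhibition scaled between DMSO and EC80 PEA controls / Repeats: singlicate, one well per test compound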
# Numbers without * were called inactive; . = not tested or not shown.
SMILES,CHO-K1 Ca antag,TAAR1 agonist,CHRM1 agonist,OXTR potentiate,M1 PAM parental,V1R ag counter,CHO parental Ca,M1 ag parental,TAAR1 antag
O=C(C(=NNc1ccccc1)C(=S)Nc1ccccc1)c1ccccc1,5.8,.,-1.2,.,1.5,.,.,-0.9,.
CCCCCCC[C@@H](C/C=C/CCC(=O)O)OC,-3.8,0.1,-4.3,-4.5,14.5,1.8,-3.4,0.4,-5.8
COc1ccc(NC(=O)c2cc(C3CCCCN3C(=O)c3ccc4c(c3)CCO4)on2)c(C)c1 (configuration not stated),-11.3,3.0,-6.7,.,2.2,.,.,0.9,-2.4
CC(=NNS(=O)(=O)c1cccc([N+](=O)[O-])c1)c1ccc(-n2ccnc2)cc1,-5.0,0.2,-5.2,-9.4,-16.6,-0.1,-4.3,0.0,-0.3
O=C(Cc1ccccc1)NNC(=O)c1ccc(Br)o1,2.8,1.2,-1.9,.,-3.1,.,.,0.2,-10.5
Cc1cnc(CNC(=O)CC2C(=O)NCCN2Cc2ccccc2C(F)(F)F)cn1 (configuration not stated),-4.8,2.6,-2.8,1.2,6.1,1.8,-2.5,0.7,-14.7
COc1ccc(Cc2nnc(CCc3ccccc3)s2)cc1,-4.3,10.5,-1.8,-8.6,-2.5,-0.6,-0.3,-0.8,-22.2
COc1ccc(CNc2nc(NC(C)=O)nn2-c2ccccc2)cc1,-3.6,-0.5,-1.3,-5.4,12.6,0.0,4.4,0.1,-4.1
OCCC1CN(Cc2cn[nH]c2C2CCCCC2)CCN1Cc1ccccc1 (configuration not stated),-10.5,-0.1,-7.4,-0.1,6.5,1.6,-14.3,1.3,-4.7
O=C(NC1CCS(=O)(=O)C1)c1ccc2c(c1)OCO2 (configuration not stated),20.0,1.1,-2.2,-6.3,-29.6,-0.8,7.7,12.1,-36.4
COc1cccc(C(c2nnnn2-c2c(C)cccc2C)N2CCN(C/C=C/c3ccccc3)CC2)c1OC (configuration not stated),-27.2,0.0,-6.6,.,10.1,.,.,0.6,-9.8
O=C(C1CC1)N1CCc2cc(S(=O)(=O)NCCC3=CCCCC3)ccc21,2.8,15.8,0.5,-21.7,5.2,7.3,-0.3,6.5,21.9
CCOC(=O)/C(C(N)=NC)=C(\O)c1ccccc1,-7.4,0.8,-4.4,-6.5,12.5,-0.4,-4.7,0.1,-1.2
CC1=C(C(=O)N2CCOCC2)C(c2ccc(-c3ccccc3)cc2)NC(=S)N1 (configuration not stated),-5.2,3.1,-5.5,-5.0,19.6,-0.8,-0.1,3.1,-32.8
CC(=O)c1cccc(NC(=O)CN(C)S(=O)(=O)c2ccccc2)c1,-5.9,10.5,-2.9,-5.9,10.2,-0.1,-15.2,1.8,1.9
Cc1cccc(NC(=O)C(C)OC(=O)c2ccccc2NS(=O)(=O)c2cc(C)c(C)c([N+](=O)[O-])c2)c1 (configuration not stated),1.2,4.0,-6.2,-7.5,9.8,0.7,-8.1,1.8,5.6
S=c1[nH]nc(-c2ccco2)n1Cc1ccccc1,1.3,6.9,-5.9,-13.6,2.4,0.3,-3.5,0.3,-13.9
COc1ccccc1NC(=O)CCCC(=O)OC(C)C(=O)c1ccccc1 (configuration not stated),-9.3,1.3,-1.9,1.4,-7.1,4.3,-5.5,6.5,3.3
COc1cc(/C=N/OCC(=O)NC23CC4CC(CC(C4)C2)C3)ccc1OCc1ccccc1,7.9,4.2,-5.8,-12.6,-5.8,0.6,-1.3,-0.3,23.4
O=C(COC(=O)c1cc(S(=O)(=O)N2CCOCC2)ccc1Cl)Nc1ccc(Cl)cn1,-8.8,2.5,-1.1,.,18.3,.,.,5.6,6.8
Cc1ccc(CNC(=O)CCS(=O)(=O)c2ccc(Br)s2)cc1,0.7,3.6,-0.3,-1.2,-2.4,-0.5,-13.6,-0.2,-29.0
COc1cc(-c2cc(NC=O)c3ncc(-c4cccc(C(F)(F)F)c4)n3c2)cc(OC)c1OC,-3.1,8.4,1.2,.,18.0,.,.,0.6,22.0
CC[C@]12c3[nH]c4ccc(Cl)cc4c3CCN1C(=O)[C@@H](CC(=O)NCc1cccc(C(F)(F)F)c1)C[C@@H]2C(=O)N1CCN(C(=O)C2CC2)CC1,-21.2,-0.8,-7.7,.,-1.2,.,-26.9,0.4,3.2
Cc1[nH]nc2c1C(c1ccoc1)C(C#N)=C(N)O2 (configuration not stated),-11.3,3.3,-2.0,-1.9,8.5,-0.4,-10.0,0.2,0.9
CCSc1oc(-c2ccco2)nc1S(=O)(=O)c1ccc(C)cc1,-16.1,0.2,-6.7,-6.6,-2.0,1.6,-22.1,-0.5,3.1
COc1ccc(CC(=O)N/N=C(\C)c2ccc(Br)s2)cc1,-9.2,0.8,-1.3,-13.0,16.9,0.7,-1.3,1.0,-14.6
COc1cccc(C2=NOC(C(=O)NCc3cccs3)C2)c1 (configuration not stated),1.9,5.7,-0.1,-17.0,2.5,1.9,-9.5,1.7,11.1
ON=C1c2ccccc2-c2ccc(Br)cc21,-4.1,-0.9,-0.8,.,-0.8,.,.,-0.1,22.4
C=CCNC(=O)c1ccccc1NC(=O)c1ccccc1,-2.3,-1.2,-0.9,-2.2,4.5,0.7,-3.3,0.5,9.3
O=C(N/N=C/c1cc2c(cc1Br)OCO2)C1COc2ccccc2O1 (configuration not stated),3.5,-2.3,-0.2,-2.8,0.7,-0.7,-9.4,-0.3,13.0
CCOc1ccc(Nc2nc3ccccc3n3cnnc23)cc1,-16.2,-3.5,-1.7,-7.3,-6.3,-1.9,-22.3,-0.7,-12.7
CCc1ccc(-c2cc3c(=O)n(CC(=O)N4CCCCCC4)nc(C)n3n2)cc1,-14.7,1.8,-0.7,-3.2,7.3,1.9,-16.6,1.0,-5.6
Brc1ccc(OCc2nnc3n2CCC3)cc1,20.6,9.1,-11.6,2.4,0.5,-0.4,-7.3,0.9,4.2
OCCSc1nc(-c2cccnc2)nc2ccccc12,18.4,11.9,-2.2,-12.2,7.2,0.2,-5.0,1.4,-0.8
C=CCn1c(P(=O)(O)c2ccccc2)nc2ccccc21,-3.5,5.0,-2.8,-12.5,13.9,0.1,-2.8,0.1,-6.5
O=C(NCc1cccs1)c1nn2cccnc2c1Cl,-0.2,1.2,-4.6,-7.1,15.6,-0.6,-12.2,0.6,-10.1
Cc1ccc(C(=O)c2nccn2C)cc1C,-8.4,1.1,-6.4,-6.3,8.1,-0.8,5.8,-0.2,-14.1
CCN(CC)C(=O)CSc1nnc([C@H](Cc2c[nH]c3ccccc23)NC(=O)OC(C)(C)C)o1,5.6,6.3,-3.7,-9.7,14.9,2.7,-1.3,6.1,-3.5
CNC(=S)N/N=C/c1cn(CCOc2cccc(OC)c2)c2ccccc12,8.8,2.2,-6.9,-9.9,7.3,1.4,6.0,1.5,11.7
O=C(c1ccc(Cl)c(S(=O)(=O)N2CCOCC2)c1)N(Cc1nnc(-c2ccccc2Cl)o1)C1CC1,0.4,6.5,-3.9,-13.8,-0.8,4.8,-21.3,9.6,16.2
O=S(=O)(NCCOc1ccccc1)c1ccc2ccccc2c1,-9.0,7.3,-3.3,-7.0,18.0,-0.3,-4.2,3.5,-5.5
Cc1ccc(C(=O)Nc2ncc(C)s2)o1,-19.6,2.0,-3.3,2.2,18.6,0.0,-9.3,-0.3,5.7
CC(=O)N1CCC(N(CCN2CCOCC2)C(=S)Nc2cccc(C)c2)CC1,-6.4,6.3,-7.2,-2.7,20.8,0.6,2.1,0.5,2.4
CN1C(=O)/C(=C\c2ccc(N(C)C)cc2)OC1=S,26.7*,100.2*,53.3*,.,-17.8,.,.,29.9*,62.3*
CCc1ccc(C2(O)CC(C(F)(F)F)=NN2C(=O)Cc2ccc([N+](=O)[O-])cc2)cc1 (configuration not stated),-0.4,12.4,-2.7,-11.1,2.0,-0.4,-13.4,0.2,36.4
S=C(Nc1ccc(Cl)cc1Cl)NC1CCN(Cc2ccccc2)CC1,5.5,12.7,-1.8,-5.5,4.6,8.6,-16.5,0.0,-4.2
CCCCNC(=O)/C(C#N)=C/c1ccc(C(=O)OC)cc1,8.5,.,-3.6,-16.4,-4.3,1.5,-6.3,0.6,.
COc1ccc(-c2ccccc2)cc1NC(=O)c1cccs1,-1.4,0.4,-2.9,-3.1,0.9,-0.9,-14.5,-0.5,-0.7
C[C@]12c3[nH]c4ccc(Cl)cc4c3CCN1C(=O)[C@@H](CC(=O)NCCc1ccccn1)C[C@@H]2C(=O)N1CCCCC1,-1.2,8.7,-8.3,.,6.6,.,-39.8,0.1,-22.7
O=C(Cc1ccsc1)Nc1ccc(Cl)cc1Cl,-9.0,-1.1,-4.4,-1.8,9.4,-1.0,-12.0,-0.2,-12.1

# Part of the list above, with values under each structure.
# Results follow in this order: CHO-K1 Ca antag | TAAR1 agonist | CHRM1 agonist | OXTR potentiate | M1 PAM parental | V1R ag counter | CHO parental Ca | M1 ag parental | TAAR1 antag
> CNC(=S)N/N=C/c1cn(CCOc2cccc(OC)c2)c2ccccc12
 : 8.8 | 2.2 | -6.9 | -9.9 | 7.3 | 1.4 | 6.0 | 1.5 | 11.7
> O=C(c1ccc(Cl)c(S(=O)(=O)N2CCOCC2)c1)N(Cc1nnc(-c2ccccc2Cl)o1)C1CC1
 : 0.4 | 6.5 | -3.9 | -13.8 | -0.8 | 4.8 | -21.3 | 9.6 | 16.2
> O=S(=O)(NCCOc1ccccc1)c1ccc2ccccc2c1
 : -9.0 | 7.3 | -3.3 | -7.0 | 18.0 | -0.3 | -4.2 | 3.5 | -5.5

# Further records follow:
SMILES,CHO-K1 Ca antag,TAAR1 agonist,CHRM1 agonist,OXTR potentiate,M1 PAM parental,V1R ag counter,CHO parental Ca,M1 ag parental,TAAR1 antag
COc1ccc2[nH]c(=O)c(CN(CC3CCCO3)C(=S)Nc3ccc(C)cc3)cc2c1 (configuration not stated),-11.3,0.4,-3.2,-11.2,18.6,-1.7,-25.1,-0.3,7.9
CCOC(=O)c1sc(NC(=O)Nc2ccccc2F)nc1C,6.2,7.4,-3.1,-6.3,-1.6,1.8,-6.7,0.4,9.1
Cc1ccc2c(c1)cc(C(=O)NCc1ccccc1)n2C,7.1,-1.6,-4.0,-8.2,-22.3,0.9,7.5,8.3,3.3
O=C(c1cccs1)N1CCCN(c2ncnc3scc(-c4ccccc4)c23)CC1,9.4,0.6,-0.1,-9.6,-17.8,-1.6,-33.7,0.7,27.9

# Screening results: PubChem, The Scripps Research Institute Molecular Screening Center
